GAA850 FXN act – increases GAA850 frataxin promoter reporter activity. HEK293 lucGAA850 FXN promoter luciferase reporter, 24 h; percent of 10 µM SAHA response. activation, % at 6 µM. actives 0.56% (n = 360,000);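 active means activation above the average of all compounds screened plus 3 SD, cutoff fixed separately per campaign, cut at about 7.5% in these data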;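 further: 0% = DMSO wells and 100% = 10 µM SAHA wells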
PG9 binder – PG9 antibody binding by small molecule. inhibition, % at 6.7 µM. TR-FRET gp120-PG9 antibody binding. actives 0.43% (n = 360,000). AID 624416; in the data active means inhibition above about 8.5%
DAX1 inh-1 – inhibitors of human orphan nuclear receptor DAX1 (NR0B1). HEK293 Gal4-DAX1 luciferase reporter, luminescence. inhibition, % at 6.75 µM. actives 0.99% (n = 340,000). AID 504766;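 active means inhibition above the mean over all tested compounds plus 3 SD, cut at about 4.2% in these data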;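 further: 0% = DAX1-transfected cells with DMSO and 100% = empty-vector control cells with DMSO; inhibition shows as a rise in luminescence from relieved DAX1 repression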
GC-A act – GC-A (human) enzyme activation | P16066 | HEK293 GC-A cells, cGMP TR-FRET, EC30 ANP; 0% at EC30 ANP, 100% saturating ANP | actives 0.14% (n = 370,000) | activation, % at 10 µM; in the data active means activation above about 40%
Target sequence (P16066 whole entry, looked up): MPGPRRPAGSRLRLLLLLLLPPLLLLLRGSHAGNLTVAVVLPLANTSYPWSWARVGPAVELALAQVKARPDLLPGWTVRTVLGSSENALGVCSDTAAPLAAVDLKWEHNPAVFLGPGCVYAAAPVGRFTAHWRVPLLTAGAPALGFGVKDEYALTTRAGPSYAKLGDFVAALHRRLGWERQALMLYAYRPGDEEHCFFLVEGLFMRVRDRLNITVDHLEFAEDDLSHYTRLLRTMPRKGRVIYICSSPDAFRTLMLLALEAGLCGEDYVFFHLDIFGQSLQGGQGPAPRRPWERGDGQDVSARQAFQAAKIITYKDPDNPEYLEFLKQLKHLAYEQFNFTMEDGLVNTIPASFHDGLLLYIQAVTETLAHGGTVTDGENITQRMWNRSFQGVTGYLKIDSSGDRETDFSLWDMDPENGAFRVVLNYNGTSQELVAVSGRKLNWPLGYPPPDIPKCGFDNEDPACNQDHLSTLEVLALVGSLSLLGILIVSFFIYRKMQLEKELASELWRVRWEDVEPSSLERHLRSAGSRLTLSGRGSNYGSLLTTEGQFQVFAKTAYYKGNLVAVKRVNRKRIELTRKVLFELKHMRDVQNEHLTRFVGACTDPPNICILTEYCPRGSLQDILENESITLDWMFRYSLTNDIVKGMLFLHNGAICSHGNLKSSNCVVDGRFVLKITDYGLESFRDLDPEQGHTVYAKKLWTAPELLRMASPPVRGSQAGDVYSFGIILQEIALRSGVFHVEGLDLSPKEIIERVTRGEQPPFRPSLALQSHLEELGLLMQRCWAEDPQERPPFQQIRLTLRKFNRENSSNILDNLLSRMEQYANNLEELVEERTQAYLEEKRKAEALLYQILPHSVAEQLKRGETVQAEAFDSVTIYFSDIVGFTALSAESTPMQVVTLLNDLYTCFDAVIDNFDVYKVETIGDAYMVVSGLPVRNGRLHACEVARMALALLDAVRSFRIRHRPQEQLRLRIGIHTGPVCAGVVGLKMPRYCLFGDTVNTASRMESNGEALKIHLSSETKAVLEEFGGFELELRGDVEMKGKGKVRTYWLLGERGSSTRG
SMARCA2 act – activators of SMARCA2 function; MG213 cells, MMTV-luciferase reporter, dexamethasone, overnight; activation, % at 9.1 µM; actives 1% (n = 370,000); AID 652017; in the data active means activation above about 7.8%;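 further: 0% = vehicle wells and 100% = reference activator wells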
ADAM17 inh – inhibits human ADAM17; P78536; AID 720648; inhibition, % at 6.95 µM; actives 0.83% (n = 370,000); recombinant ADAM17, EDANS/DABCYL FRET peptide cleavage;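 active means inhibition above the mean of compounds lying between control limits plus 3 SD, set per campaign, cut at about 8.5% in these data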;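 further: 0% = DMSO-only wells as the low control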
hcDAF12 agonist – activates DAF-12 receptor from parasite H. contortus; HEK293 hcDAF-12 lit1-tk-luc reporter, luminescence; 0% DMSO, 100% Δ7-dafachronic acid; actives 1.4% (n = 370,000); AID 652067; activation, % at 6.8 µM;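 active means activation above the mean of all tested compounds plus 3 SD, cut at about 5.5% in these data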;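 further: 100% = response to 3 µM Δ7-dafachronic acid high control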
DAX1 inh-2 – inhibitors of DAX1 repression of SF-1 activated StAR promoter; HEK293T StAR-luciferase reporter, SF-1/DAX-1 repression relief; inhibition, % at 6.8 µM; actives 1.1% (n = 370,000); AID 652010;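 active means inhibition above the mean over all tested compounds plus 3 SD, cut at about 3.6% in these data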;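 further: 0% = DAX-1 cells with DMSO and 100% = cells lacking DAX-1 with DMSO; higher inhibition means more luminescence from relief of DAX-1 repression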
ssDAF12 agonist – activates DAF-12 receptor from parasite S. stercoralis. HEK293 ssDAF-12/GRIP1 lit1-tk-luc reporter, luminescence; % of 3 µM dafachronic acid response. activation, % at 6.8 µM. actives 1% (n = 370,000);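 active means activation above the mean over all tested compounds plus 3 SD, cut at about 0.9% in these data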;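 further: 0% = DMSO-only wells and 100% = 3 µM delta7-dafachronic acid wells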
ADAM10 inh – inhibits human ADAM10; O14672; recombinant ADAM10, EDANS/DABCYL FRET peptide cleavage, 3 h; inhibition, % at 7 µM; actives 0.62% (n = 370,000); AID 720582;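 active means inhibition above a per-campaign cutoff equal to the mean of compounds falling between control-based bounds plus 3 SD, cut at about 20% in these data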;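 further: 0% = DMSO wells while the 100% control is not disclosed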
hgDAF-12 ag – activates the H. glycines DAF-12 receptor ligand-binding domain | HEK293 GAL4-hgDAF12 UAS-luciferase reporter, agonist luminescence; normalized to butyrate control | activation, % at 6.8 µM | actives 1.8% (n = 370,000);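 active means activation above a cutoff set at the mean of all screened compounds plus 3 SD, cut at about 10% in these data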;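 further: 0% = DMSO wells and 100% = sodium butyrate wells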
* marks the source's active call; other numbers are inactive results; i = inactive; nt = no result given.

SMILES	GAA850 FXN act	PG9 binder	DAX1 inh-1	GC-A act	SMARCA2 act	ADAM17 inh	hcDAF12 agonist	DAX1 inh-2	ssDAF12 agonist	ADAM10 inh	hgDAF-12 ag
O=C(NNC(=O)c1ccccc1O)c1ccc(S(=O)(=O)Nc2ccccc2)cc1	-0.9	0.3	0.7	-2	0	1	0.1	-1.0	-0.6	7	-0.8
COc1ccc(OC)c(C(c2nnnn2CCc2ccccc2)N2CCN(c3ccccc3)CC2)c1 (configuration not stated)	-1.6	0.2	-0.4	-10	-3	3	-0.4	-1.1	-1.5	7	-1.7
CC(C)(C)NC(=O)C1c2ccccc2OCC(=O)N1CCCN1CCOCC1 (configuration not stated)	nt	1.1	nt	1	-3	1	-0.5	1.2	-0.7	-17	4.2
CCc1ccc(NC(=O)[C@H](C)NC(=O)C2CCN(C(=O)[C@@H](NC(=O)OC(C)(C)C)C(C)C)CC2)cc1	-3.5	-1.4	2.4	5	1	0	1.4	-0.1	-1.0	2	-1.1
O=C(COC(=O)c1cnc(Cl)c(Cl)c1)NC1CCCC1	2.8	0.6	1.1	1	-3	-5	-1.2	-0.5	-0.8	-4	0.3
O=C(OCC(=O)N1CCC(c2ccccc2)=N1)c1ccc(Cl)s1	0.6	1.0	0.0	4	1	-2	-1.0	-0.4	-0.2	-11	2.5
Cc1ccc(C(=O)Nn2cnnc2)c(Cl)c1	2.7	2.6	-1.3	-1	-3	4	1.1	0.6	-1.6	8	-1.2
CC(Sc1ncccn1)C(=O)N1CCc2ccccc21 (configuration not stated)	-0.3	-0.2	0.7	1	-1	-4	5.8*	0.8	-0.7	-2	-0.7
Clc1ccc(COc2cccc(CNCc3ccncc3)c2)cc1	0.3	1.2	-1.4	-3	-7	-5	-4.7	-2.8	-1.4	0	-4.4
CC(C)(C)c1[nH]nc2c1C(c1ccc(OC(=O)c3ccco3)cc1)C(C#N)=C(N)O2 (configuration not stated)	-0.3	-1.3	-0.1	-10	3	5	-0.9	0.5	-0.4	11	0.6
CC(C)(C)NC(=O)C(c1ccc(O)cc1)N(Cc1ccc2c(c1)OCO2)C(=O)CCl (configuration not stated)	-1.2	-0.1	3.7	-1	2	-1	5.4	0.8	-0.8	-5	1.1
CC(=O)Nc1ccc(N/C=C(\C=O)c2nc3ccccc3o2)cc1	1.9	0.1	-0.3	0	-1	-2	6.7*	-0.2	1.0*	-2	1.3
Cn1cnnc1SCC(=O)c1c(N)n(Cc2ccccc2)c(=O)n(C)c1=O	2.0	-2.4	nt	2	-1	3	-2.1	0.3	-0.7	11	-2.1
Cc1ccc(-c2nc(NCc3ccco3)n(C(=O)c3ccco3)n2)cc1	4.0	-0.3	0.2	-7	3	-4	-0.6	1.6	-1.8	-1	8.8
CC(C)(C)NC(=O)C(=O)NCc1ccccn1	1.7	-0.8	0.7	6	-1	-4	-0.9	0.9	-0.5	-4	-1.4
C=CCSc1nc(=O)n2ccccc2n1	2.4	-0.4	0.1	-1	0	0	-0.6	0.0	-1.4	-4	-0.7
CCn1c(SCC(=O)N2CCC(C)CC2)nc2c1c(=O)n(C)c(=O)n2C	0.7	-1.4	0.0	-2	-2	-5	-1.7	-0.1	-1.3	-3	-0.6
CC(C)OC(=O)Nc1ccc2c(c1)N(C(=O)CCN1CCN(CCO)CC1)c1ccccc1CC2	3.4	-0.8	0.2	0	-2	0	0.7	0.1	-1.7	-4	-1.1
COc1ccccc1CNC(=O)COC(=O)c1cnccn1	-3.6	-0.4	1.2	0	3	1	-0.5	-0.1	-1.4	-2	-2.9
CCCCn1c(N)c(N(CCOC)C(=O)c2cnccn2)c(=O)[nH]c1=O	2.4	0.9	-0.4	-1	-1	-3	-0.6	0.1	-1.2	-16	0.2
COC(=O)c1cccc(NC(=O)Nc2ccc(Cl)cc2Cl)c1	0.4	-3.1	1.2	0	1	8	-1.9	0.4	-1.7	11	-0.6
COc1cccc(CNC(=O)CCCn2c(=S)[nH]c3cc4c(cc3c2=O)OCO4)c1	0.4	28*	0.0	-2	3	-2	-1.4	-0.2	-1.3	3	-2.5
Nc1nc(NC(=O)c2ccc(F)cc2)ns1	-0.4	-1.1	0.0	-1	1	-5	-1.0	0.2	-1.3	-4	0.8
Cc1ccc(-c2cnc3ccccc3n2)cc1C	3.9	0.4	2.6	2	8.2*	-64	14*	2.7	1.5*	-152	14*
COC(=O)/C(C#N)=C/c1c(N2CCN(c3ccccc3)CC2)nc2c(C)cccn2c1=O	1.6	0.6	-1.2	-3	-2	-11	2.9	-0.1	-0.1	-29	-3.2
O=c1[nH]c(CN2CCN(S(=O)(=O)c3ccc(Cl)cc3)CC2)nc2cc(Cl)ccc12	2.2	-0.6	-0.2	-5	-1	0	-1.5	0.0	-0.2	-2	-4.6
COC(=O)N/N=C1\CCCc2ccccc21	1.5	-2.3	0.8	3	3	2	-2.0	-0.2	-1.1	8	-0.1
Cn1c(C(=O)OCC(=O)NCc2ccco2)cc2sccc21	3.2	-2.2	0.5	-2	14*	0	-2.4	-0.6	-1.6	4	1.5
COc1ccc(NC(=O)CSc2n[nH]c(C)c2[N+](=O)[O-])cc1	-3.1	1.7	2.5	1	-1	4	-1.3	-0.1	-1.4	-9	4.2
O=C(CCC(=O)c1ccc(F)cc1)NC1CCCN(Cc2ccccc2F)C1 (configuration not stated)	1.6	-1.1	0.2	-1	-1	1	-0.1	0.0	-1.4	3	-1.1

Reformatted as labelled records: part of the list above
Nc1nc(NC(=O)c2ccc(F)cc2)ns1
  GAA850 FXN act = -0.4	PG9 binder = -1.1	DAX1 inh-1 = 0.0	GC-A act = -1	SMARCA2 act = 1	ADAM17 inh = -5	hcDAF12 agonist = -1.0	DAX1 inh-2 = 0.2	ssDAF12 agonist = -1.3	ADAM10 inh = -4	hgDAF-12 ag = 0.8
Cc1ccc(-c2cnc3ccccc3n2)cc1C
  GAA850 FXN act = 3.9	PG9 binder = 0.4	DAX1 inh-1 = 2.6	GC-A act = 2	SMARCA2 act = 8.2*	ADAM17 inh = -64	hcDAF12 agonist = 14*	DAX1 inh-2 = 2.7	ssDAF12 agonist = 1.5*	ADAM10 inh = -152	hgDAF-12 ag = 14*
COC(=O)/C(C#N)=C/c1c(N2CCN(c3ccccc3)CC2)nc2c(C)cccn2c1=O
  GAA850 FXN act = 1.6	PG9 binder = 0.6	DAX1 inh-1 = -1.2	GC-A act = -3	SMARCA2 act = -2	ADAM17 inh = -11	hcDAF12 agonist = 2.9	DAX1 inh-2 = -0.1	ssDAF12 agonist = -0.1	ADAM10 inh = -29	hgDAF-12 ag = -3.2
O=c1[nH]c(CN2CCN(S(=O)(=O)c3ccc(Cl)cc3)CC2)nc2cc(Cl)ccc12
  GAA850 FXN act = 2.2	PG9 binder = -0.6	DAX1 inh-1 = -0.2	GC-A act = -5	SMARCA2 act = -1	ADAM17 inh = 0	hcDAF12 agonist = -1.5	DAX1 inh-2 = 0.0	ssDAF12 agonist = -0.2	ADAM10 inh = -2	hgDAF-12 ag = -4.6

(cont.)
SMILES	GAA850 FXN act	PG9 binder	DAX1 inh-1	GC-A act	SMARCA2 act	ADAM17 inh	hcDAF12 agonist	DAX1 inh-2	ssDAF12 agonist	ADAM10 inh	hgDAF-12 ag
Cc1cc(C)n2[nH]c(=O)c(N=Nc3ccc(S(N)(=O)=O)cc3)c2n1	1.0	-13	1.3	-13	1	7	0.0	-0.4	-1.5	8	0.3
Cc1ccc(NCc2n[nH]c(=S)n2-c2ccccc2)c(C)c1	2.5	-1.3	3.1	-1	-2	-3	-0.5	-0.4	-0.3	3	-0.1
CCOC(=O)C1(Cc2ccccc2C#N)CCCCC1=O (configuration not stated)	1.8	-0.1	0.1	-2	-3	-4	-0.7	-1.1	-0.9	-17	-3.2
COc1ccccc1-c1ccc(SCc2cccc(F)c2)nn1	1.8	1.0	-0.4	0	1	1	0.5	0.7	-1.2	12	3.8
Cc1ccc2ccc(C(Nc3ccccn3)c3ccccc3)c(O)c2n1 (configuration not stated)	-1.7	-0.2	2.2	-2	-1	8	-3.5	-2.0	-1.4	25*	-5.0
CCCCn1c(SCC(=O)N2CCCc3ccccc32)nc2c1c(=O)n(C)c(=O)n2C	-0.5	0.7	0.4	6	-2	-2	-0.2	-0.6	-1.5	4	-3.0
Cc1ccc(Nc2cc(C(=O)NCCCN3CCOCC3)c3ccccc3n2)cc1C	1.9	-0.9	-0.3	-2	1	3	0.7	1.6	-1.2	5	4.0
Cc1cc(C)n(CCNC(=O)c2cc(COc3ccc4ncccc4c3)on2)n1	1.6	-1.2	-3.7	2	-7	-4	-2.7	-1.7	-2.1	-6	-5.8
COc1ccccc1N1CCN(C(=O)CSc2nc3ccccc3nc2N2CCCCC2)CC1	0.1	-1.1	1.0	-1	-1	-1	3.9	-1.6	-1.5	-5	-0.9
CCCCn1c(N)c(N(CCC(C)C)C(=O)CSc2nnc(Nc3ccccc3)s2)c(=O)[nH]c1=O	-1.4	1.4	-1.4	0	-4	0	-0.2	1.9	-1.4	5	1.3
CC1=C(C(=O)OCC2CCCCC2)C(c2ccccc2F)NC(=O)N1 (configuration not stated)	2.6	0.6	nt	-4	0	-1	-2.0	-0.3	-1.5	5	-0.7
CCn1c(CCNC(=O)c2ccc(C)cc2)n[nH]c1=S	-0.1	0.3	0.2	2	-2	-1	-0.6	0.2	-1.2	-2	-0.9
Cc1n[nH]c(C)c1CCC(=O)N/N=C/c1c(C)[nH]c2ccccc12	1.3	-3.1	6.2*	-7	-2	-3	4.2	-0.4	-0.9	2	1.0
O=C1CCc2cc(S(=O)(=O)N3CCCCC3)cc3c2N1CC3	0.7	-2.5	0.7	3	3	1	-0.2	0.3	-1.4	4	-1.1
Cn1cccc1/C=N/n1c(-c2ccc(Cl)cc2)n[nH]c1=S	0.5	-0.7	0.2	-2	-2	1	-1.3	0.0	-1.1	11	-0.3
COc1ccc(NC(=O)CCC(=O)N/N=C/c2ccncc2)cc1	1.1	0.5	5.5*	0	-2	-6	-0.1	0.1	-1.1	-11	-1.3
COc1ccc2c(Cl)c(C(=O)OCC(=O)c3ccc4c(c3)NC(=O)CO4)sc2c1Cl	2.4	-1.5	1.9	-14	5	-1	-0.1	-0.4	-1.7	1	-1.5
COc1cc(C(C)=O)ccc1OCc1cn(CC(=O)c2ccc(O)cc2)nn1	2.4	1.5	-0.3	-1	2	1	-1.0	-0.3	-0.6	0	1.5
COc1ccc(S(=O)(=O)N(C)CC(=O)NCc2cccnc2)cc1Cl	2.5	0.5	0.1	1	0	-6	-1.5	-0.1	-0.8	-7	-0.5
CCN(CC(=O)Nc1ccc2c(c1)OCCO2)C(=O)COc1ccc(C(C)=O)cc1	-1.1	0.0	0.7	-4	-4	4	-0.1	-0.9	-0.9	-1	-1.7
CC(C)N(C(=O)[C@H]1C[C@H](CC(=O)NCCc2ccccn2)C(=O)N2CCc3c([nH]c4cc(-c5ccco5)ccc34)[C@]12C)C(C)C	1.0	-0.3	-1.7	0	-3	-458	-4.1	-1.2	-1.4	i	-6.1
CCc1nc2c(OCCn3cccc3)cccn2c1N(C)C(=O)c1ccc(C)cc1	-1.9	-0.6	nt	3	0	0	0.0	-0.8	-1.8	-21	1.3
Cc1ccccc1OCC(=O)Nc1ccc(N2CCN(C(=O)C(C)C)CC2)c(Cl)c1	-4.1	1.8	-3.7	6	-6	2	-4.4	-2.5	-1.9	2	-6.7

Bioassay records (PubChem BioAssay)
